Assay outcomes (PubChem BioAssay)
KCNH2 3.1 inh: inhibitors of human KCNH2 3.1 potassium channel isoform | 0.95% of 340,000 active | U2OS KCNH2 3.1, thallium flux FluxOr; hits give low values | activity change, % (tested at about 1.8 µM);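 active = maximum activity change below -70%; inconclusive = maximum activity change from -70% to -50%; inactive = maximum activity change above -50%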;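 note: thallium influx rate constant from kinetic fluorescence after stimulation buffer; % is set by controls: 0 for no effect and ±100 for the full control effect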
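FluxOr-based Tl+ influx in U2OS cells transduced with KCNH2 3.1 virus; rate constants normalized to DMSO controls.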
TCR activator: T cell receptor activation. primary human leukocytes, anti-CD3, IL-2 HTRF, 48 h. Potency, µM (top dose mostly 9.22 µM), inactives show at the top dose activation of IL-2 secretion, hits mostly activators. 330,000 tested, under 10 active; note: % of control where 0% means no effect
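1) Mix primary human leukocytes, a-CD3 beads and compound. 2) Incubate 48 hr. 3) Add HTRF IL-2 reagents (a-IL-2-K, a-IL-2-d2).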
ELG1 repair inh: blocks ELG1-dependent DNA repair in HEK293T cells | AID 504467 | HEK293T ELG1-luciferase reporter, luminescence, 16 h; DNA damage induced by 5-fluorouridine | 2.3% of 330,000 active | Potency, µM (doses to about 46.1 µM), for the others: top-dose activity change, negative = inhibition, usual class: inhibitors; note: potency is the fitted concentration of half-maximal effect; % is set by controls: 0 for no effect and ±100 for the full control effect; nearly all actives have a fitted effect of over 55% in size
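DMSO vehicle served as the neutral condition. Each well held 2,000 cells given 5-fluorouridine plus compound; after 16 hr at 37 °C/5% CO2, ONE-Glo was added and luciferase measured 30 min later.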
Mito fusion act: mitochondrial division inhibition or fusion activation; S. cerevisiae fusion-defective mutant growth rescue, CellTiterGlo 48 h; Potency, µM (doses to about 46.1 µM), for the others: at the highest dose growth rescue (activation), hits mostly activators; 0.23% of 320,000 active;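 note: potency is the fitted concentration of half-maximal effect; % of control where 0% means no effect; nearly all actives have a fitted effect of over 45% in size; temperature-sensitive fusion mutants such as fzo1-1 at 37 °C on non-fermentable ethanol glycerol medium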
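Growth-rescue viability read-out: after 48 h at the non-permissive 37C in glycerol/ethanol YPEG, yeast mitochondrial fusion mutants are measured by CellTiterGlo luminescence; compounds (23 nl pinned per well) restoring growth score as division inhibitors or fusion activators.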
Eya2 inh: blocks the phosphatase activity of human Eya2; recombinant Eya2, OMFP fluorescence dephosphorylation (OMFP is methylfluorescein phosphate); Potency, µM (titrated, usually from 76.9 µM), for the others: top-dose activity, negative = inhibition, hits mostly inhibitors; 0.006% of 330,000 active; note: potency is the fitted concentration of half-maximal effect; % is set by controls: 0 for no effect and ±100 for the full control effect
Target sequence (O00167 whole entry, looked up): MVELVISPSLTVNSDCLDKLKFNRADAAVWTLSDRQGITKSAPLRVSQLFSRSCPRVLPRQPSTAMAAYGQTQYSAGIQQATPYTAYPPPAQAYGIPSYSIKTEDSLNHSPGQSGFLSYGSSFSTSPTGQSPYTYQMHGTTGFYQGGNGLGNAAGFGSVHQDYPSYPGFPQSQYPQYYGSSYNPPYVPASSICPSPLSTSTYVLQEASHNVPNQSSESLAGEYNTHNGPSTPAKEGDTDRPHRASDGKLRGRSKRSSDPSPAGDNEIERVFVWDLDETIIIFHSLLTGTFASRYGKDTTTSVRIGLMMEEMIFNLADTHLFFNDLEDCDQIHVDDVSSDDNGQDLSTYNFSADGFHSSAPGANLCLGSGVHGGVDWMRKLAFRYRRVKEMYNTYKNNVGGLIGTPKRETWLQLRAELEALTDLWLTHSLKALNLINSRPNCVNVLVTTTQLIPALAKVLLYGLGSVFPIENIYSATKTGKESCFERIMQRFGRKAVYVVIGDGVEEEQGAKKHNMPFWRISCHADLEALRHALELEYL
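Eya2 (0.2 uM) preincubated 10 min at ambient with compound, then OMFP substrate added at 50 uM; 10 min reaction in 50 mM HEPES pH 7.5, 50 mM NaCl, 5 uM MgCl2, 0.05% BSA, 1 mM DTT. Fluorescence read at Ex 485/Em 525 nm.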
TRPV1 agonist: human TRPV1 agonism | Q8NER1 | TRPV1-expressing cells, Fluo-8 calcium influx, agonist mode | activation, % at 8.33 µM | 0.19% of 320,000 active | AID 540275; in the data active = activation above about 80%; inconclusive = between about 30% and that limit; note: 0% is about no effect
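Cells expressing TRPV1 were dye-loaded with Fluo-8 and read kinetically: 10 s baseline, 3 min after compound (agonist portion), then 2 min after EC20 capsaicin (allosteric enhancer portion). Calcium-bound dye fluorescence at 480/520 nm.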
A-T KAP1 phos: potential ataxia-telangiectasia treatment. […] A-T fibroblasts, KAP-1 phosphorylation AlphaLISA; neocarzinostatin DNA damage 30 min before lysis. Potency, µM (top dose mostly 57.5 µM), for inactives: top-dose activation, most hits filed as activators. 0.19% of 320,000 active. AID 485349; note: potency is the fitted concentration of half-maximal effect; % of control where 0% means no effect; nearly all actives have a fitted effect of over 45% in size
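ATM-like activity read as KAP-1 phosphorylation via AlphaLISA donor/acceptor antibody pairs after lysis and 6 hr at 25C. Cells were ATM-null patient fibroblasts ([…], hTERT), dosed 60 min, then exposed to the DSB inducer NCS for 30 min.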
TSHR antag: blocks TSH signaling through the human TSH receptor. 0.2% of 330,000 active. activity change, negative = inhibition, % at 11.5 µM. TSHR-expressing cells, TSH-stimulated cAMP HTRF, 2 h; hits give low values. P16473;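 active = activity change below a set negative limit, meaning inhibition stronger than a set level, cut at about -70% in these data; inconclusive = activity change between two set negative limits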; note: % is set by controls: 0 for no effect and ±100 for the full control effect
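Inhibition of cAMP made by TSHR-expressing cells under TSH stimulation (4nM final, EC80; 2 h, 37 deg C) is quantified with a one-step lysis HTRF kit, anti-cAMP cryptate versus cAMP-d2.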
hERG WT inh: KCNH2 (human, wildtype) channel inhibition; Q12809; U2OS, BacMam KCNH2, thallium flux FluxOr; hits give low values; activity change, % at 1.84 µM; 0.37% of 340,000 active;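 active = maximum activity change below -70%; inconclusive = maximum activity change between -70% and -50%; inactive = maximum activity change above -50%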; note: % is set by controls: 0 for no effect and ±100 for the full control effect
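U2OS cells transduced with wild-type KCNH2 virus are loaded with FluxOr dye for 45 min, and thallium flux is measured in kinetic reads before and after stimulation buffer. Rate constants are normalized to DMSO controls.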
USP2a inh: inhibitors of human ubiquitin-specific protease USP2a | O75604 | USP2 core, Ub-CHOP2 coupled fluorogenic reporter, 485/531 | Potency, µM (doses to about 38.3 µM), for the others: at the highest dose activity change, negative = inhibition, most hits filed as inhibitors | 0.01% of 330,000 active | AID 463254;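 note: potency is the fitted concentration of half-maximal effect; plate controls were DMSO wells for no effect and full inhibition by NEM control for full effect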
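USP2 core (10nM final) preincubated 30min RT with compound in 20mM Tris-HCl pH 8.0, 2mM CaCl2, 2mM beta-mercaptoethanol, 0.05% CHAPS; 25nM Ub-CHOP2 plus 25nM reporter substrate added, fluorescence (Ex485/Em531) read after 60min.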
An asterisk follows results filed as active; ? = inconclusive; nt = no result given; [ ] = another dose, or the depositor's remark. Unless noted, calls come from the whole dose curve; as a rule, active = well fitted curve in the direction sought with a large enough effect; inconclusive = small, poorly fitted or top-dose-only effect, or another doubt; inactive = no such curve, though single readings can be large; an effect the other way counts as inactive or inconclusive.

Molecule,USP2a inh,Eya2 inh,TCR activator,A-T KAP1 phos,hERG WT inh,Mito fusion act,ELG1 repair inh,TRPV1 agonist,TSHR antag,KCNH2 3.1 inh
Cc1ccc(S(=O)(=O)CCC(=O)NC2CCCCC2)cc1,3%,0%,8%,2%,4,-2%,15%,0,3,-16
O=C(NC(=S)Nc1nc(-c2ccccc2)cs1)c1cncc(Br)c1,-2%,-3%,-7%,4%,-10,-11%,-2%,2,-19,-3
c1ccc(OCCN2C3=NCCN3c3ccccc32)cc1,2%,12%,0%,5%,49,-2%,-11%,1,0,-18
Nc1nnc(Cc2ccc(F)cc2)s1,9%,-9%,-3%,-3%,1,0%,-1%,0,-3,-17
CCOc1cc(-c2nnc(NC(=O)c3ccco3)o2)cc(OCC)c1OCC,0%,11%,2%,-5%,-9,-10%,-7%,-2,-2,-4
CC(C)(C)OC(=O)N[C@@H](C(=O)OC(C)(C)C)c1ccccc1,0%,-24%,2%,-21%,-9,-1%,?,?,7,-86*
COc1ccc([C@@H]2C[C@@H](c3ccccc3)Oc3cc(OC)c(OC)c(OC)c32)cc1,-1%,1%,-7%,41%,nt,8%,-6%,23,-6,nt
CN(C)CCNC(=O)Nc1ccc(Cl)c(Cl)c1,3%,-10%,-69%,3%,0,-7%,-4%,0,14,6
COc1ccc(CCNC(=O)CSc2nncs2)cc1,2%,11%,0%[46.1 µM],-4%,2,5%,-3%,4,-1,-4
O=C(Cn1cc([N+](=O)[O-])cn1)NCc1ccc(-n2cccn2)cc1,2%,-1%,-5%,1%,21,-4%,12%,-5,8,-13
CCOC(=O)C1=C(c2ccccc2)NC(SCC)=C(C#N)C1c1cccnc1 (stereo not drawn),0%,9%,0%,5%,5,2%,24%,?,3,-14
O=C(c1cccs1)N1CCc2c([nH]c3ccccc23)C1c1ccc(Cl)cc1 (stereo not drawn),4%,4%,2%,-2%,-8,5%,8%,13,-5,-29
CSc1ccccc1NC(=O)C1CCN(S(C)(=O)=O)CC1,0%,4%,4%,1%,5,-2%,-3%,-2,-16,-9
CC(C(=O)Nc1cc(C(F)(F)F)ccc1N1CCOCC1)N1C(=O)C2CCCCC2C1=O (stereo not drawn),1%,-4%,5%,1%,-2,-1%,?,-2,-1,-8
CCOc1ccccc1N(CC(=O)NC1CCCC1)S(=O)(=O)c1ccc(C)cc1,-5%,-2%,-2%,0%,2,15%,?,?,-29,-5
Cc1ccc(/C=C/C(=O)NCc2ccncc2)cc1,3%,-9%,1%[46.1 µM],-8%,-32,-4%,24%,?,-7,nt
COc1ccc(CCn2c(C)cc(C(=O)CSc3nnnn3-c3ccccc3)c2C)cc1,0%,-15%,-2%,2%,0,0%,9%,1,7,-23
CC(=O)Oc1ccc(/C=N/NS(=O)(=O)c2ccc(C)cc2)c(OC(C)=O)c1,4%,-7%,0%,-2%,8,2%,9%,1,28,8
CC(C)(C)NC(=O)CSc1nc2ccc(Nc3nc(N4CCOCC4)nc(N4CCOCC4)n3)cc2s1,0%,1%,2%,2%,-2,?,3.3µM*,-1,-10,5
O=C(NC1CCCCC1)c1ccccc1NC(=S)NC(=O)C1CC1,0%,-1%,0%[46.1 µM],9%,1,-4%,-16%,10,-1,5
Clc1ccc(-c2nnc(-c3ccccc3)c(N3CCSCC3)n2)cc1,1%,5%,-8%,-7%,5,3%,?,4,36,5
COc1ccc(OC)c(S(=O)(=O)NCC(c2cccs2)N2CCc3ccccc3C2)c1 (stereo not drawn),2%,15%,2%,2%,-2,?,29%,0,-2,-6
Cc1c(C(=O)N2CC(C)OC(C)C2)sc2nc(-c3ccc(F)cc3)cn12 (stereo not drawn),0%,-19%,1%,5%,-1,-2%,-15%,nt,4,4
COc1cc(CO)ccc1Oc1nnnn1-c1ccc(C(N)=O)cc1,2%,15%,10%,-7%,-15,-1%,-1%,-7,10,0
CCCn1cnc2cc(NCc3cccs3)ccc21,3%,-4%,5%,-7%,-2,-3%,?,-1,-1,-8
O=C(Nc1ccccc1-c1nc2ccccc2s1)c1cccnc1Cl,1%,-2%,-5%,-2%,-1,1%,?,10,-14,-1
CC1CC(C)CN(CCCNC(=O)CCC(=O)N2CC(C)Oc3ccccc32)C1 (stereo not drawn),2%,-21%,-3%,2%,-7,2%,3%,2,-6,0
CCOCCCNC(=O)C1CCCN1C(=O)Nc1ccccc1[N+](=O)[O-] (stereo not drawn),1%,1%,2%,-4%,-18,0%,13%,-1,9,1
COc1ccc(C(OC(=O)c2ccco2)C(=O)NC2CCCCC2)cc1 (stereo not drawn),0%,-6%,9%[46.1 µM],14%,-3,-9%,4%,1,-3,-12
CCN1C(=O)c2ccc(C(=O)NCc3ccco3)cc2C1=O,0%,6%,nt,6%,-4,-2%,21%,7,16,8
Cc1cccc(C(=O)NCc2nnc(SCC(=O)NC(C)c3ccccc3)n2C)c1 (stereo not drawn),1%,-1%,2%[46.1 µM],-1%,-16,-14%,-18%,-3,-7,10
COc1cc(NC(=O)Cn2cnc(S(=O)(=O)N3CCCC3)c2)cc(OC)c1OC,1%,0%,2%,5%,4,2%,11%,1,-1,-3
COc1ccc2cc3c(N)nn(C(=O)c4cccc([N+](=O)[O-])c4)c3nc2c1,4%,-4%,1%[46.1 µM],9%,-1,1%,2.3µM*,0,-11,9
Cc1cc(C)cc(NC(=S)NCCSc2ccc(Cl)cc2)c1,-1%,2%,-7%[46.1 µM],nt,nt,-3%,-2%,-2,-13,nt
Cc1cccc(C(=O)NC(C(=O)Nc2ccccc2N2CCOCC2)C(C)C)c1 (stereo not drawn),1%,4%,5%,-12%,-4,-1%,-19%,?,4,8
COc1ccccc1-n1cnnc1SCC(=O)NC1CCS(=O)(=O)C1 (stereo not drawn),3%,-7%,4%,-1%,11,-1%,-3%,1,10,7
Cc1ccc(C(=O)NCC(=O)OCC(=O)Nc2cc(S(=O)(=O)N3CCOCC3)ccc2Cl)s1,0%,3%,1%,-7%,4,nt,-1%,nt,-10,8
Cc1[nH]c2ccccc2c1C(=O)CSc1nccc(=O)[nH]1,-2%,1%,-7%,-8%,-2,-10%,9%,-1,-6,-7
COc1ccccc1NC(=O)N1CCCC(c2nc3c(nnn3Cc3ccc(C)cc3)c(=O)[nH]2)C1 (stereo not drawn),-7%,-11%,-4%,11%,-10,2%,?,-2,8,0
CCCCn1c(N)c(N(CC(C)C)C(=O)c2ccc(N3C(=O)CCC3=O)cc2)c(=O)[nH]c1=O,0%,-14%,0%,0%,-3,-5%,-1%,-4,2,-5
O=C(c1cc(-c2ccccc2)on1)N1CCN(c2ccccc2)CC1,-1%,11%,-2%,-1%,34,2%,10%,26,-29,-5
CCCC(=O)N(c1ccc(F)cc1)C1C=CS(=O)(=O)C1 (stereo not drawn),0%,-9%,-1%,-2%,-16,1%,17%,2,29,8
O=C(COc1ccc(C(=O)NCC2CCCO2)cc1)Nc1cccc(C(F)(F)F)c1 (stereo not drawn),1%,-1%,4%,nt,0,3%,3.3µM*,1,-1,2
O=C(Nc1ccccc1C(=O)Nc1ccccn1)c1ccc([N+](=O)[O-])cc1,3%,0%,0%,3%,20,1%,-16%,8,-3,-13
NC(=O)c1ccc[n+](CCC[n+]2cccc(C(N)=O)c2)c1,-1%,1%,-1%,5%,nt,12%,7%,-2,-4,-23
COc1ccc(NC(=O)COc2cccnc2[N+](=O)[O-])cc1OC,1%,1%,nt,0%,1,3%,13%,3,5,10
Cc1cccc(C)c1NC(=O)CS(=O)CC(=O)NC1CCN(Cc2ccccc2)CC1 (stereo not drawn),2%,0%,-4%,9%,6,3%,-23%,1,-12,0

Not all compounds are listed; count on the stated rates, not on these rows.
